Assay outcomes from PubChem.
Akt phos inh – inhibitors of Akt phosphorylation; Neuro2A IGF-stimulated pAkt S473 HTRF, 20 min; hits give low values; activity change, % for hits at 50 µM; actives 0.32% (n = 360,000); in the data active means activity change below about -80%; inconclusive means mostly about -51% to -80%; further: on the % scale 0 is the no-effect control and ±100 the full control effect
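Neuro2A cells in DMEM with 0.5% FBS, overnight at 37 deg C, given compound at single 50 µM final, then IGF (6 nM final) for 20 min at 37 deg C. Lysed; phospho-Akt Ser473 by HTRF after 24 h, 665/615 ratio.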
HEK293 tox – cytotoxicity counter-screen for GLP-1 receptor inverse agonists | HEK293 cAMP-luciferase reporter cells, luminescence, 24 h | Potency, µM (top dose mostly 38.3 µM), for the others: top-dose activity change, negative = inhibition, actives largely listed as inhibitors | actives 0.13% (n = 410,000);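 further: loss of luciferase light is scored as toxicity; potency means the concentration at half of the fitted maximal effect; on the % scale 0 is the no-effect control and ±100 the full control effect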
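Quantitative HTS format, 1536 wells, 200 cells/uL seeded. Compounds: 23 nL, 24 h, 37 °C. Detection: luciferase reagent, luminescence at 12 min RT; decreased signal taken as cytotoxic.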
Mm-Cpn inhibitor – M. maripaludis TRiC chaperonin inhibition; actives 0.031% (n = 330,000); purified Mm-Cpn ATPase, ADP Transcreener TR-FRET; Potency, µM (highest dose often 76.9 µM), for the others: at the top dose activity, negative = inhibition, actives largely listed as inhibitors; further: potency means the concentration at half of the fitted maximal effect; on the % scale 0 is the no-effect control and ±100 the full control effect; nearly all actives have a fitted effect of over 80% in size
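Purified archaeal chaperonin (25 nM final) was preincubated with compound for 10 min at 37°C, then ATP (10 uM final) was added for 30 min at 37°C in Tris pH 7.4/KCl/MgCl2/DTT buffer. ADP was quantified by HTRF Transcreener TR-FRET.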
Abeta rescue – compounds reversing amyloid beta toxicity in yeast; yeast expressing A-beta42, growth rescue, OD600, 48 h; response scale: 0% DMSO, 100% iron-clioquinol control; actives 0.063% (n = 410,000); Potency, µM (doses to about 46.1 µM), for inactives: at the highest dose growth rescue, hits mostly activators; AID 1347071; further: potency means the concentration at half of the fitted maximal effect; nearly all actives have a fitted effect of over 55% in size
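Yeast A-beta toxicity model in growth medium with pinned compounds, 48 h at 30 C; growth read as absorbance at 600 nm. Normalized to FeCl3/clioquinol equimolar mix (positive) and DMSO (negative).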
FUS suppressor – FUS proteinopathy suppression in yeast; S. cerevisiae FUS-expressing, growth rescue, OD600, 24 h; Potency, µM (doses to about 76.6 µM), without a hit: at the highest dose growth rescue (activation), actives largely listed as activators; actives 0.24% (n = 390,000);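 further: potency means the concentration at half of the fitted maximal effect; plate controls were DMSO vehicle for no effect and reference control for full effect; nearly all actives have a fitted effect of over 55% in size; some results filed as inactive show a strong effect at the top dose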
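Compound concentration series was pinned onto galactose-induced FUS-expressing yeast seeded at OD 0.005. Plates sat 24hr at 30C; absorbance at 600 nm gave growth. DMSO served as background control.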
TDP43 rescue – rescues yeast growth from TDP-43 toxicity; AID 652104; actives 1.8% (n = 410,000); Potency, µM (top dose mostly 46.1 µM), for the others: at the top dose growth rescue (activation), actives largely listed as activators; TDP-43 expressing yeast growth rescue, BacTiter-Glo, 24 h; further: potency means the concentration at half of the fitted maximal effect; % of control where 0% means no effect; nearly all actives have a fitted effect of over 50% in size
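Galactose-induced TDP-43 yeast, OD600=0.02, compound pinned; 24 hr, 30 deg C; BacTiter-Glo luminescence for growth. Inhibitors of TDP-43 toxicity read as activators.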
PTHR1 agonist – PTHR1 (human) receptor agonism | Q03431 | HEK293 GP2 PTHR1 cells, GloSensor cAMP luminescence, 1 h | Potency, µM (top dose mostly 115 µM), without a hit: at the highest dose activation, most hits filed as activators | actives 0.075% (n = 410,000) | AID 743266; further: potency means the concentration at half of the fitted maximal effect; nearly all actives have a fitted effect of over 55% in size; some results filed as inactive show a strong effect at the top dose; inactives centre near -15; many of its hits are not listed in these tables
Target sequence (Q03431 whole entry, looked up): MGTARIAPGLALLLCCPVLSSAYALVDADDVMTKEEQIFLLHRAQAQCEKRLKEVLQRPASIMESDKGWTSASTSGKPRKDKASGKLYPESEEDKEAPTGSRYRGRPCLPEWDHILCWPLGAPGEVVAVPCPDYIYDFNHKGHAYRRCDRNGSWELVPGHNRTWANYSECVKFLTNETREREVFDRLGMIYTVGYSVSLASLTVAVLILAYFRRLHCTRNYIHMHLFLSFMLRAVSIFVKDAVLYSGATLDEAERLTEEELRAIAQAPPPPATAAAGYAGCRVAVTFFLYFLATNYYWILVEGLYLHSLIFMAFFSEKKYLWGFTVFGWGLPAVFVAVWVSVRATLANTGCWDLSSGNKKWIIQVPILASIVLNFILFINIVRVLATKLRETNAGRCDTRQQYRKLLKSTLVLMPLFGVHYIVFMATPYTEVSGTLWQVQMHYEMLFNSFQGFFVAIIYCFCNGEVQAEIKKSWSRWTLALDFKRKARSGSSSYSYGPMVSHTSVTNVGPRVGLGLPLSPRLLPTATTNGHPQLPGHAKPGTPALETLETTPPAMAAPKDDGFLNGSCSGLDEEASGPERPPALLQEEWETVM
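HEK-293-derived GP2 cells expressing PTHR1 and a GloSensor cAMP reporter, 3,000/well, plated overnight, given luciferin plus IBMX (each 0.5 mM as added) for 1 h at 37 °C, then compound for 1 h at 37 °C. Luminescence was read after 15 min at room temperature.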
aSyn yeast inh – rescues yeast growth from alpha-synuclein toxicity; Potency, µM (series often up to 46.1 µM), inactives show top-dose growth rescue (activation), most hits filed as activators; actives 0.14% (n = 370,000); AID 652106; Yeast expressing alpha-synuclein, growth rescue, BacTiter-Glo, 24 h; further: potency means the concentration at half of the fitted maximal effect; % of control where 0% means no effect; nearly all actives have a fitted effect of over 65% in size
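Readout is rescue of growth in alpha-synuclein-expressing yeast, so inhibitors of toxicity appear as activators. Growth after 24 hr at 30 deg C in galactose medium is quantified by luminescence.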
GLP-1R inv ag – acts as inverse agonist at human GLP-1 receptor | HEK293 GLP-1R CRE-luciferase, luminescence, 24 h; GLP-1R form is constitutively active | P43220 | Potency, µM (doses to about 38.3 µM), for the others: top-dose activity change, negative = inhibition, actives largely listed as inhibitors | AID 624417 | actives 1.6% (n = 410,000); further: potency means the concentration at half of the fitted maximal effect; on the % scale 0 is the no-effect control and ±100 the full control effect; nearly all actives have a fitted effect of over 55% in size
Target sequence (P43220 whole entry, looked up): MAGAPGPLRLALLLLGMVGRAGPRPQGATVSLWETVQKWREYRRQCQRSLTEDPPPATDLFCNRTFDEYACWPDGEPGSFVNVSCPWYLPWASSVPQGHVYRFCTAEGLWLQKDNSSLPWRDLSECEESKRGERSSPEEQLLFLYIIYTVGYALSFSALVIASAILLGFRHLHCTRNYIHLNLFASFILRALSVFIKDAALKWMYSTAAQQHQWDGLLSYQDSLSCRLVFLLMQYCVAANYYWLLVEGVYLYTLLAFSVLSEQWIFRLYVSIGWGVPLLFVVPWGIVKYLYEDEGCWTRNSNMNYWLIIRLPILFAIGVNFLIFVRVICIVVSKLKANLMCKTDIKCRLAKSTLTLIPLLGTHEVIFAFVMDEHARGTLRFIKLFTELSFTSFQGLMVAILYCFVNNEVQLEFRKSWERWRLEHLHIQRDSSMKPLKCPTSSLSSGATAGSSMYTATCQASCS
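Inverse agonists were sought by their lowering of basal cAMP reporter luciferase output in HEK293 cells stably carrying constitutively active human GLP-1R, after 24 h compound treatment.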
Active calls of the source: *; i = inactive; ? = inconclusive; / = no result given; [ ] = dose if it differs, or a comment. Unless noted, the call rests on the fitted dose curve; in most records, active means well fitted curve in the direction sought with a large enough effect; inconclusive means small, poorly fitted or top-dose-only effect, or another doubt; inactive means no such curve, though single readings can be large; an effect the other way counts as inactive or inconclusive. An excerpt. The share of hits here may be higher or lower than overall.

[1] CCCCNC(=O)c1nc(C2CCN(S(=O)(=O)c3c(F)cccc3F)CC2)oc1-c1cccc(C(F)(F)F)c1
[2] Cc1[nH]n(-c2ccc(Cl)cc2)c(=O)c1/C=N/n1c(C)nc2ccccc2c1=O
[3] Cc1onc(-c2ccccc2Cl)c1C(=O)N1CCCCCC1
[4] CC(C)(C)c1cc(C(=O)N/N=C/c2ccco2)n[nH]1
[5] COc1cc(C(=O)Nc2ccc(C(=O)NCC3CCCO3)cc2)cc(OC)c1OC (configuration not stated)
[6] O=C(COc1ccc(S(=O)(=O)Nc2ccccc2)cc1)NCc1ccccn1
[7] CCOC(=O)C1CCCCN1Cc1ccc(-c2ccccc2)cc1 (configuration not stated)
[8] CCN(C(=O)c1cc2c(s1)-c1ccccc1OC2)c1cc(Cl)ccc1OC
assay / compound	1	2	3	4	5	6	7	8
Akt phos inh	i	i	i	i	i	i	i	/
HEK293 tox	0.9%	-17.1%	-4.9%	-15.1%[1.53 µM]	-8.9%	22.2%	-3.0%	-1.0%
Mm-Cpn inhibitor	/	-1.6%	0.9%	3.0%	-4.0%	-0.4%	-2.0%	/
Abeta rescue	-7.9%	-47.6%[inhibitor]	-12.2%	4.7%	2.7%	2.8%	0.3%	6.1%
FUS suppressor	-21.3%	33.5%	-8.5%	10.7%	2.7%	9.0%	-4.3%	?
TDP43 rescue	15.4%	-30.3%[inhibitor]	0.0%	5.3%	19.0%	2.3%	-4.1%	12.1%[9.22 µM]
PTHR1 agonist	1.7%	-38.6%[inhibitor]	-13.5%	i	i	i	-25.7%	i
aSyn yeast inh	-3.8%	-35.6%[inhibitor]	5.4%	-1.8%	11.5%	-3.2%	6.6%	/
GLP-1R inv ag	20.2%	?	-10.2%	-13.9%	5.6%	27.6%	?	?

[9] COc1ccc(N2CCN(C3CCCN(C(=O)c4cccc(C)n4)C3)CC2)cc1 (configuration not stated)
[10] NC(=O)COC(=O)C(Cc1ccccc1)NS(=O)(=O)c1ccccc1F (configuration not stated)
[11] CC1=C([N+](=O)[O-])C(c2ccc3c(c2)OCO3)N(C)C(=O)N1C (configuration not stated)
[12] COc1c(C)cc(S(=O)(=O)NC2CC(C)(C)NC(C)(C)C2)c(C)c1C
[13] N=c1n(CCO)c2ccccc2n1CCOc1ccc(F)cc1
[14] CCOC(=O)c1ccc([N+](=O)[O-])cc1NC(C)=O
[15] CN(C)C(=O)c1ccc(NC(=O)Cn2nnnc2-c2ccccc2F)cc1
[16] CC1(Oc2ccccc2)CCN(Cc2ccc(-c3ccccn3)cc2)C1 (configuration not stated)
assay / compound	9	10	11	12	13	14	15	16
Akt phos inh	i	i	i	i	/	i	/	i
HEK293 tox	-3.8%	-6.3%	-12.9%	-5.5%	1.1%	15.4%	-9.3%	5.7%
Mm-Cpn inhibitor	1.9%	1.7%	0.3%	0.8%	/	2.0%	/	/
Abeta rescue	11.9%	-12.6%	-4.8%	2.3%	1.6%	12.4%	-17.7%	-9.9%
FUS suppressor	/	-6.2%	11.2%	-10.3%	-4.2%	-3.7%	15.0%	-13.2%
TDP43 rescue	-4.3%	-5.2%	27.2%	8.8%	14.0%	0.0%	-3.6%	13.0%
PTHR1 agonist	8.6%	-3.5%	i	i	i	i	-0.9%	-2.4%
aSyn yeast inh	-0.1%	-1.0%	6.6%	5.6%	/	0.5%	/	10.6%
GLP-1R inv ag	9.2%	6.1%	3.5%	?	-16.3%	13.2%	9.0%	-0.2%

[17] COc1ccc(N2CCN(CCCNC(=O)CCCn3c(=O)[nH]c4ccsc4c3=O)CC2)cc1
[18] O=C(O)c1cccc(Cn2cccn2)c1
[19] Clc1ccc(-c2nc3cnccn3c2Nc2ccc3c(c2)OCO3)cc1
[20] Cn1c(=O)[nH]c(=O)c2c1nc(NCc1ccco1)n2Cc1ccccc1Cl
[21] COc1ccc(N2CCN(C(=O)c3ccc(NS(=O)(=O)c4cccc(F)c4)cc3)CC2)cc1
[22] CC(=O)N1CCc2c(sc(NC(=O)C3CCN(S(=O)(=O)c4cccs4)CC3)c2C(N)=O)C1
[23] CCCCN(C)S(=O)(=O)c1cc2c(cc1Br)CCN2C(=O)C1CC1
[24] O=C(O)c1ccccc1C(c1ccccc1)c1ccccc1O (configuration not stated)
assay / compound	17	18	19	20	21	22	23	24
Akt phos inh	i	i	i	i	i	i	i	i
HEK293 tox	-8.9%	-14.8%	?	1.1%	5.1%	4.4%	-4.5%	-7.8%
Mm-Cpn inhibitor	-1.9%	2.0%	0.0%	-2.5%	-0.6%	-0.6%	/	/
Abeta rescue	17.6%	2.0%	-11.5%	8.6%	22.8%	-4.8%	-38.5%[inhibitor]	-6.6%
FUS suppressor	18.1%	5.6%	?	-19.4%	?	37.1%	32.4%	6.8%
TDP43 rescue	-1.9%	7.2%	?	4.1%	-11.2%	-26.0%	-52.8%[inhibitor]	-6.5%
PTHR1 agonist	i	i	-50.3%[inhibitor]	i	-31.0%[inhibitor]	-18.3%	i	-13.4%
aSyn yeast inh	-7.3%	3.0%	11.7%	-4.2%	5.6%	-0.6%	-34.7%[inhibitor]	5.6%
GLP-1R inv ag	-24.8%	4.4%	?	26.6%	0.0%	48.4%[activator]	?	?

Ordered by heavy-atom count (rising): 3 of the compounds above
[4] CC(C)(C)c1cc(C(=O)N/N=C/c2ccco2)n[nH]1
[19] Clc1ccc(-c2nc3cnccn3c2Nc2ccc3c(c2)OCO3)cc1
[1] CCCCNC(=O)c1nc(C2CCN(S(=O)(=O)c3c(F)cccc3F)CC2)oc1-c1cccc(C(F)(F)F)c1
assay / compound	4	19	1
Akt phos inh	i	i	i
HEK293 tox	-15.1%[1.53 µM]	?	0.9%
Mm-Cpn inhibitor	3.0%	0.0%	/
Abeta rescue	4.7%	-11.5%	-7.9%
FUS suppressor	10.7%	?	-21.3%
TDP43 rescue	5.3%	?	15.4%
PTHR1 agonist	i	-50.3%[inhibitor]	1.7%
aSyn yeast inh	-1.8%	11.7%	-3.8%
GLP-1R inv ag	-13.9%	?	20.2%

New compounds follow
[25] CC1(C)Cc2nc(-c3ccccc3)nc(NNC(=O)c3ccco3)c2CO1
[26] c1ccc2c(c1)COC(CNC1CCCCC1)OC2
[27] OC(CNCc1cccc(Br)c1)c1ccccc1 (configuration not stated)
[28] COc1cc(C2SCC(=O)N2c2nnc(C34CC5CC(CC(C5)C3)C4)s2)cc(OC)c1OC (configuration not stated)
[29] O=C(CNC(=O)c1ccncc1)N/N=C/c1ccc(Br)cc1
[30] OCCCn1c(-c2ccccc2)nc(=S)c2c1CCCC2
[31] COc1ccc(O)c(C(=O)c2cnn(-c3ccccc3)c2)c1
[32] O=C1C2C3c4ccccc4C(c4ccccc43)[C@@H]2C(=O)N1c1nc(-c2ccccc2)cs1 (some centres not stated)
assay / compound	25	26	27	28	29	30	31	32
Akt phos inh	i	i	i	i	i	i	i	i
HEK293 tox	18.3%	1.2%	-5.1%	-6.9%	-6.8%	6.5%	-0.9%	-0.6%
Mm-Cpn inhibitor	-3.2%	3.0%	1.0%	2.8%	0.9%	0.5%	-0.5%	0.6%
Abeta rescue	-1.4%	-9.3%	-12.5%	-18.9%	-4.8%	-10.6%	12.0%	12.5%
FUS suppressor	9.7%	-3.7%	-0.2%	26.6%	0.7%	13.4%	0.6%	/
TDP43 rescue	-9.1%	-9.7%	-7.3%	-21.0%	-4.7%	0.8%	6.9%	11.6%
PTHR1 agonist	-16.8%	-20.3%	i	i	-35.9%[inhibitor]	i	i	i
aSyn yeast inh	1.5%	-6.4%	7.8%	0.3%	2.1%	-2.3%	-8.3%	4.4%
GLP-1R inv ag	-2.9%	-7.2%	-20.5%	6.9%	-6.7%	-11.8%	?	1.8%

[33] Cc1cc[n+](-c2nc3ccccc3nc2[N-]S(=O)(=O)c2cccs2)cc1C
[34] COC(=O)C1=C(C)NC2=C(C(=O)c3ccccc32)C1c1cccc(OC)c1 (configuration not stated)
[35] O=C(CCNS(=O)(=O)c1ccccc1C(F)(F)F)N1CCN(S(=O)(=O)c2cccc(F)c2)CC1
[36] CCN(CC)C(=O)CSc1nnc(CCNC(=O)OC(C)(C)C)o1
[37] COc1cc(C(C[N+](=O)[O-])c2c(C)[nH]c3ccccc23)ccc1O (configuration not stated)
[38] CCOC(=O)N1CCC(NC(=O)CS(=O)(=O)Cc2nc(-c3cccc(OC)c3)oc2C)CC1
[39] Cc1ccc(C(=O)OCC(=O)NC(C)C2CC3CCC2C3)cc1N (configuration not stated)
[40] Cc1nc2nncn2c(NCc2ccc(F)cc2)c1C
[41] CC(C)(C)c1ccc(C(=O)N2CCN(S(=O)(=O)c3ccc(Br)s3)CC2)cc1
assay / compound	33	34	35	36	37	38	39	40	41
Akt phos inh	i	i	i	i	i	i	i	/	i
HEK293 tox	-11.9%	-15.8%	-5.2%	-7.7%	0.0%[1.53 µM]	-10.9%	3.8%	0.3%	-12.3%
Mm-Cpn inhibitor	-4.4%	0.6%	-2.2%	1.9%	1.5%	0.2%	0.4%	/	?
Abeta rescue	-9.4%	23.2%	6.7%	8.9%	6.1%	2.6%	20.4%	-9.8%	-21.2%
FUS suppressor	12.7%	10.2%	28.4%	4.0%	23.1%	47.5%	19.2%	-22.6%	4.2%
TDP43 rescue	-1.6%	4.0%	-29.6%	-0.9%	13.3%	-10.1%	?	4.0%	-24.1%
PTHR1 agonist	i	i	i	-18.2%	-10.1%	-23.9%	-11.9%	i	-23.8%
aSyn yeast inh	0.1%	-5.1%	2.5%	-3.0%	0.1%	10.8%	-4.2%[1.84 µM]	/	9.2%
GLP-1R inv ag	31.3%[activator]	6.9%	-5.6%	0.0%	-22.5%	0.0%	?	-26.1%	9.3%
